Source: PubChem (National Center for Advancing Translational Sciences (NCATS))
D3 antag: D3 dopamine receptor (human) antagonism | P35462 | D3R cells, DiscoveRx beta-arrestin luminescence, antagonist mode; active compounds read low | max response, negative = inhibition, % | hit rate 2.5% among 360,000 | AID 652054; in the data active means max response below about -50%; inconclusive means no clear call, values can overlap the other calls; further: on the % scale 0 is the no-effect control and ±100 the full control effect; mostly tested at two doses, the higher about 12 µM
Target sequence (P35462 whole entry, looked up): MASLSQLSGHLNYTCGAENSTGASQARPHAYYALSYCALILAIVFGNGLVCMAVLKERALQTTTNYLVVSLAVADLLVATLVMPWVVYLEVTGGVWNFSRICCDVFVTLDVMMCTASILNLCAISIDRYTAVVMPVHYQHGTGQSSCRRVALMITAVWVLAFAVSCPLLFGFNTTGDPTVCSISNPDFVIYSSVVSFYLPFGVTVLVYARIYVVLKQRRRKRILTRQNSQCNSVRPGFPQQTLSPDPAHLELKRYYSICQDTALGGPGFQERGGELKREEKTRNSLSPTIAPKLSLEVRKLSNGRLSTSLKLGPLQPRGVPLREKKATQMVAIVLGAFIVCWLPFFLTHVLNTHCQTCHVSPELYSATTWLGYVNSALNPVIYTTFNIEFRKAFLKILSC
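Cells plated overnight at 1500 cells/well, then exposed to library compounds with dopamine controls for 90 minutes at 37 degrees C. DiscoveRx reagent added for 30–60 minutes at room temperature; luminescence read, quantitative HTS format.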
EPAC2 antag: antagonists of human EPAC2 | Q8WZA2 | EPAC2 GEF exchange of Rap1B-BODIPY-GDP, fluorescence | Potency, µM (doses to about 114 µM), inactives show at the top dose activity, negative = inhibition, hits mostly inhibitors | hit rate 0.18% among 360,000; further: potency means the concentration at half of the fitted maximal effect; on the % scale 0 is the no-effect control and ±100 the full control effect; nearly all actives have a fitted effect of over 45% in size; many of its hits are not listed in these tables
EPAC2 agonist: activates human EPAC2 exchange factor; hit rate 0.079% among 360,000; EPAC2 activation, biochemical qHTS; response scale: 100% = 6.5 mM cAMP response; AID 720711; Potency, µM (doses to about 154 µM), inactives show top-dose activation, most hits filed as activators; further: potency means the concentration at half of the fitted maximal effect; nearly all actives have a fitted effect of over 50% in size
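EPAC2 (100 nM) mixed with Rap1B loaded with BODIPY-GDP (250 nM) plus 50 uM unlabeled GDP; compounds pinned in, 5 min RT, then read every 5 min for 30 min (ex 480, em 540 nm). Normalized to cAMP control.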
MmCpn inh: blocks the Methanococcus maripaludis chaperonin Mm-Cpn; purified Mm-Cpn ATPase, ADP Transcreener TR-FRET; Potency, µM (series often up to 76.9 µM), for inactives: at the highest dose activity, negative = inhibition, hits mostly inhibitors; hit rate 0.031% among 330,000; AID 504842; further: potency means the concentration at half of the fitted maximal effect; on the % scale 0 is the no-effect control and ±100 the full control effect; nearly all actives have a fitted effect of over 80% in size
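Compound-treated chaperonin, 25 nM final, turns over 10 uM ATP at 37°C for 30 min following a 10 min preincubation; ADP generated competes with ADP-d2 for Eu-cryptate antibody, lowering FRET.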
Akt phos inh: inhibitors of Akt phosphorylation; Neuro2A IGF-stimulated pAkt S473 HTRF, 20 min; active compounds read low; activity change, % for hits at 50 µM; hit rate 0.32% among 360,000; in the data active means activity change below about -80%; inconclusive means mostly about -51% to -80%; further: on the % scale 0 is the no-effect control and ±100 the full control effect
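Neuro2A cells in DMEM with 0.5% FBS, overnight at 37 deg C, given compound at single 50 µM final, then IGF (6 nM final) for 20 min at 37 deg C. Lysed; phospho-Akt Ser473 by HTRF after 24 h, 665/615 ratio.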
CCT modulator: changes cytosolic chaperonin activity; hit rate 0.3% among 360,000; AID 651819; purified chaperonin ATPase assay, HTRF ADP detection, 30 min; activity change, % (no concentration beside the values), hits read low; in the data active means activity change below about -30%; further: on the % scale 0 is the no-effect control and ±100 the full control effect
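TRiC at 40 or 20 nM final (batch-dependent) in 30 mM Tris pH 7.4, 100 mM KCl, 5 mM MgCl2, 1 mM DTT, with compound at single 76 uM and 10 uM ATP, 30 min at 37 deg C. ADP detected by HTRF Transcreener, 665/615 ratio.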
PTHR1 ag: PTHR1 (human) receptor agonism; HEK293 GP2 PTHR1 cells, GloSensor cAMP luminescence, 1 h; Q03431; Potency, µM (top dose mostly 115 µM), inactives show at the highest dose activation, actives largely listed as activators; hit rate 0.075% among 410,000; further: potency means the concentration at half of the fitted maximal effect; nearly all actives have a fitted effect of over 55% in size; some results filed as inactive show a strong effect at the top dose; inactives centre near -15; many of its hits are not listed in these tables
Target sequence (Q03431 whole entry, looked up): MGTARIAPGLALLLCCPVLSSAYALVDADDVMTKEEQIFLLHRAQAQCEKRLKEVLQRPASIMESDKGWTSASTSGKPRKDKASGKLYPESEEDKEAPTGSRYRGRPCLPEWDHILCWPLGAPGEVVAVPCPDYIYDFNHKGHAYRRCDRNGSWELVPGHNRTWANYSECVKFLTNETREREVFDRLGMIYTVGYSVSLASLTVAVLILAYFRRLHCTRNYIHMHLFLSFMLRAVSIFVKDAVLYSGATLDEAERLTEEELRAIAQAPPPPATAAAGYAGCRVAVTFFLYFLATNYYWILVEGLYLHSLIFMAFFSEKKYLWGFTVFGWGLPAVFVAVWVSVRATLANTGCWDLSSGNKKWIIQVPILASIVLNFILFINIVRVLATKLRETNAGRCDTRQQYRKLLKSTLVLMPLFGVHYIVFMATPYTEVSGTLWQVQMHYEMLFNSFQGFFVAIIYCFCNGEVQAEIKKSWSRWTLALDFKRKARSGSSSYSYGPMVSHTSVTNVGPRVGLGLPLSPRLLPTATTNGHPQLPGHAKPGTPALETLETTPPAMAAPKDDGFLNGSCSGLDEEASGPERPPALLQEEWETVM
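HEK-293-derived GP2 cells expressing PTHR1 and a GloSensor cAMP reporter, 3,000/well, plated overnight, given luciferin plus IBMX (each 0.5 mM as added) for 1 h at 37 °C, then compound for 1 h at 37 °C. Luminescence was read after 15 min at room temperature.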
D3 ag: agonists of human D3 dopamine receptor; max activation, %; D3R DiscoveRx beta-arrestin cells, luminescence, 90 min; hit rate 0.58% among 410,000; in the data active means max activation above about 30%; further: 0% is about no effect; mostly tested at two doses, the higher about 12 µM
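Agonist mode: compounds and dopamine controls were applied to plated cells for 90 min at 37 degrees C after an overnight attachment at 1500 cells/well. Luminescent read-out followed 30 - 60 minutes at room temperature with DiscoveRx detection reagent.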
Numbers without * were called inactive; i = inactive; ? = inconclusive; · = not tested or not shown; & = joins results of further samples; [ ] = dose if it differs, or a comment. Unless noted, the call rests on the fitted dose curve; in most records, active means well fitted curve in the direction sought with a large enough effect; inconclusive means small, poorly fitted or top-dose-only effect, or another doubt; inactive means no such curve, though single readings can be large; an effect the other way counts as inactive or inconclusive. Some of the compounds tested, so the mix of outcomes need not match the whole.

SMILES	D3 antag	EPAC2 antag	EPAC2 agonist	MmCpn inh	Akt phos inh	CCT modulator	PTHR1 ag	D3 ag
O=C(CN(c1ccccc1F)S(=O)(=O)c1ccccc1)NC1CCCCCC1	-19.1	9.3%	-2.2%	-0.4%	i	1.3	-21.8%[57.5 µM]	-21.8
c1ccc(-c2cncnc2)nc1	-25.4	16.1%	-0.2%	0.3%	i	-1.9	-23.0%	-4.3
CN(CCNC(=O)C1CCN(c2ncnc3c2nc2n3CCCCC2)CC1)Cc1ccccc1	19.7	-13.3%	3.3%	2.0%	i	1.3	i	10.1
CCn1c(Cc2ccccc2)nnc1SCC(=O)NC1CC1	5.6	2.4%	2.1%	1.5%	i	0.5	i	-1.4
COc1ccc(-c2oc3ncnc(N)c3c2-c2ccccc2)cc1	32.8	-3.1%	-8.3%	-1.2%	i	0.8	-3.2%[57.5 µM]	1.8
O=C(Nc1nc(OCC(F)(F)F)cnc1/C=C\c1ccccc1)c1ccccc1	0.0	3.4%	3.3%	·	i	-1.3	-7.4%	-10.8
Cc1ccc(N2CCN(S(=O)(=O)c3ccc(C)cc3)CC2)cc1	8.4	0.7%	4.9%	0.8%	i	0.8	i	4.0
O=C(c1ccc(Cl)cc1)c1oc2ccccc2c1CS(=O)c1ccccc1 (stereo not drawn)	23.2	-1.6%	5.9%	-5.9%	i	0.3	i	-20.4
CC(C)(C)OC(=O)NCCCC[C@H](NC(=O)c1nc[nH]c1C(=O)N[C@@H](CCCCNC(=O)OC(C)(C)C)C(=O)OC(C)(C)C)C(=O)OC(C)(C)C	26.7	2.6%	-12.9%	-0.9%	i	1.5	i	7.4
CC1CC(C)(C)NC(=S)N1CCC(=O)N1CCc2ccccc2C1 (stereo not drawn)	-3.9	2.2%	11.6%	-0.5%	i	0.6	i	-0.4
O=S(=O)(c1ccccc1)[C@@]1(c2ccc(Br)cc2)C[C@@H]2ON=C(c3ccccc3)[C@@H]2C1	7.0	5.8%	1.2%	-0.9%	i	1.2	i	2.2
C[C@@H]1COc2cccc(N3CCC[C@@H]3CO)c2S(=O)(=O)N1	-16.7	9.1%	2.2%	·	i	-0.3	-20.1%	-0.9
CCC(C(=O)Nc1cc(C(=O)Nc2cc(C)ccn2)ccc1Cl)c1ccccc1 (stereo not drawn)	-7.7	-3.8%	-1.8%	-8.5%	i	2.0	i	-1.2
CCCCCCCNC(=O)C1(CC2CC(c3cccc(Br)c3)=NO2)CCN(C(=O)CCCCCBr)CC1 (stereo not drawn)	6.9	?	-9.6%	0.7%	i	-2.5	-29.0%	5.8
O=C(COC(=O)CNC(=O)c1ccc(Cl)cc1Cl)NC1CC1	-25.8	-9.3%	8.9%	-0.3%	i	-2.0	-3.2%	-10.7
CCN(CC)C(=O)Oc1nnc(SC(C)C)n1-c1ccc(Cl)c(Cl)c1	13.8	-7.5%	-13.4%	0.6%	i	-2.3	-10.4%	15.8
COc1cccc(C(=O)Nc2c3c(nc4c2CCC4)CCCC3)c1	5.7	-0.7%	-3.1%	2.1%	i	-0.9	i	-5.3
CCOc1ccccc1NC(=O)CSc1nc2ccccc2nc1N1CCOCC1	23.1	-5.9%	12.5%	-16.6%	i	0.2	-10.5%	0.1&1.5
Cc1noc(C)c1C(=O)OCC(=O)N1CCN(S(=O)(=O)c2ccc3ccccc3c2)CC1	-14.0	-1.5%	24.0%	-1.5%	i	-3.2	-16.9%	-9.2
Cc1ccc(Nc2nc3ccccc3[nH]2)nc1	10.5	-0.3%	0.8%	0.5%	i	-0.3	-4.8%	2.0
O=C(NCCOc1ccccc1)C1C(=O)Nc2ccccc2C(=O)N1C1CCCCC1 (stereo not drawn)	-14.2	-5.2%	3.7%	·	i	·	-7.1%	-1.7
COc1cccc(-c2nc(CS(=O)(=O)CC(=O)NCCc3ccc(OC)c(OC)c3)c(C)o2)c1	1.1	-2.0%	4.0%	-0.2%	i	-0.1	-29.1%	-3.3&-2.9
COc1ccc(-n2nnc3c(SC(C(C)=O)C(=O)N(C)C)ncnc32)cc1 (stereo not drawn)	-23.2	-25.2%	9.1%	-4.8%	i	-3.3	-9.0%	-1.8
Cc1c(Cl)cccc1NC(=O)Nc1cc(C(C)(C)C)on1	6.6	-9.5%	1.4%	-1.3%	i	0.6	-34.0%[inhibitor]	0.5
Cn1ccnc1SCc1ccc([N+](=O)[O-])cc1	-6.9	3.2%	-5.1%	0.3%	i	-0.2	-9.4%[57.5 µM]	0.1

Complete entries, quoted from the list. Values in the order: D3 antag | EPAC2 antag | EPAC2 agonist | MmCpn inh | Akt phos inh | CCT modulator | PTHR1 ag | D3 ag
Record of O=S(=O)(c1ccccc1)[C@@]1(c2ccc(Br)cc2)C[C@@H]2ON=C(c3ccccc3)[C@@H]2C1 → 7.0 | 5.8% | 1.2% | -0.9% | i | 1.2 | i | 2.2
Record of CCn1c(Cc2ccccc2)nnc1SCC(=O)NC1CC1 → 5.6 | 2.4% | 2.1% | 1.5% | i | 0.5 | i | -1.4

Back to the main list; the 5 compounds before the break are reprinted first.
SMILES	D3 antag	EPAC2 antag	EPAC2 agonist	MmCpn inh	Akt phos inh	CCT modulator	PTHR1 ag	D3 ag
O=C(NCCOc1ccccc1)C1C(=O)Nc2ccccc2C(=O)N1C1CCCCC1 (stereo not drawn)	-14.2	-5.2%	3.7%	·	i	·	-7.1%	-1.7
COc1cccc(-c2nc(CS(=O)(=O)CC(=O)NCCc3ccc(OC)c(OC)c3)c(C)o2)c1	1.1	-2.0%	4.0%	-0.2%	i	-0.1	-29.1%	-3.3&-2.9
COc1ccc(-n2nnc3c(SC(C(C)=O)C(=O)N(C)C)ncnc32)cc1 (stereo not drawn)	-23.2	-25.2%	9.1%	-4.8%	i	-3.3	-9.0%	-1.8
Cc1c(Cl)cccc1NC(=O)Nc1cc(C(C)(C)C)on1	6.6	-9.5%	1.4%	-1.3%	i	0.6	-34.0%[inhibitor]	0.5
Cn1ccnc1SCc1ccc([N+](=O)[O-])cc1	-6.9	3.2%	-5.1%	0.3%	i	-0.2	-9.4%[57.5 µM]	0.1
CN(C(=O)c1cccc(NC(=O)Cc2ccc(NC(=O)C3CCN(C(=O)C4CCC4)CC3)cc2)c1)C1CCCC1	0.0	13.8%	?	·	i	-2.5	0.4%	-22.3
O=C(CCC(=O)N1CCN(c2ccc(Cl)c(Cl)c2)CC1)c1ccccc1	15.8	-9.8%	14.8%	-4.3%	i	-1.5	-26.6%	7.3
CC(C)c1cccc(C(C)C)c1NC(=O)CNCC(O)c1ccccc1 (stereo not drawn)	22.2	4.9%	-0.6%	-0.2%	i	1.1	i	0.5
NC1=NC(=O)C(=Cc2ccccc2)S1	-5.0	-10.7%	-2.9%	·	i	2.1	-11.0%	-3.3
Cc1ccc2c(c1)c(-c1ccccc1)nc1nnnn12	9.9	-7.8%	3.9%	-0.7%	i	0.7	-13.0%	2.8
CNC(=O)c1cc2c(=O)n3cccc(C)c3nc2n(C(C)C)c1=N	7.4	-14.3%	-4.6%	-1.8%	i	0.7	i	1.7
COc1ccc(C(C)(C)C)cc1NC(=O)COC(=O)c1ccc([N+](=O)[O-])o1	-9.8	-4.5%	7.7%	2.9%	i	-4.0	i	-7.1
NC(=O)CC(NC(=O)c1ccccc1)c1ccc(NCCCN2CCCC2=O)c([N+](=O)[O-])c1 (stereo not drawn)	?	6.9%	9.3%	-3.4%	i	-1.3	-1.3%	-20.3
CN1C(=O)OC(C)(CCc2ccccc2)C1(C)O (stereo not drawn)	14.4	7.8%	-10.9%	-1.6%	i	1.2	i	-2.8
CCCc1nc2ccccc2c(=O)n1/N=C/c1ccccc1O	28.6	-15.8%	-0.3%	-6.5%	i	1.4	-7.6%	12.5
O=C(/C(=N\O)n1cncn1)c1ccc(Cl)cc1Cl	-1.4	2.0%	-1.0%	-0.7%	i	-0.6	-17.7%	7.1
CCCCCC(O)(c1ccccc1)C(CN1CCOCC1)c1ccccc1 (stereo not drawn)	-11.5	?	18.9%	-0.8%	i	-3.0	-9.0%	2.2
O=C(/C=C(\c1ccccc1)n1cncn1)c1ccccc1	-11.6	-6.0%	11.6%	-1.5%	i	-3.4	i	1.1
COc1ccc(CC(=O)NCCN2CCOCC2)cc1	9.6	-2.6%	0.7%	-1.2%	i	0.9	i	-1.5
CCc1ccc2[nH]c(=O)c(CN(CCN(C)C)C(=O)Nc3ccccc3)cc2c1	0.0	-2.0%	4.4%	1.2%	i	-2.5	-17.2%[57.5 µM]	-2.9
Cc1c(OC(C)C(=O)NCCN2CCOCC2)ccc2c3c(c(=O)oc12)CCCC3 (stereo not drawn)	3.9	0.5%	1.5%	1.4%	i	-2.4	i	-1.7
CCN(CC)S(=O)(=O)c1cc(NC(=O)c2cccc(N3C(=O)CCC3=O)c2)ccc1Cl	28.1	2.9%	5.2%	-0.2%	i	-0.4	-15.6%	0.1
COc1ccc(Cc2nn3c(-c4ccccc4Br)nnc3s2)cc1	6.9	-7.5%	21.1%	0.5%	i	1.6	-55.9%[inhibitor][57.5 µM]	-3.1
Cc1nc2ccccc2n1C1CC(=O)N(Cc2ccccc2)C1=O (stereo not drawn)	-6.2	6.4%	5.7%	-1.3%	·	1.2	-32.8%[inhibitor]	9.9
O=C(CSc1nc2c(c(=O)[nH]1)CCC2)Nc1ccc(F)cc1	0.9	1.5%	1.9%	-0.8%	i	-0.5	i	-5.9
O=C(NCc1ccccc1)N1CCC(CO)(CCc2ccccc2)CC1	3.5	8.7%	0.9%	-0.1%	i	-5.2	-9.3%	-3.6
COc1ccc(NC(=O)c2ccco2)cc1NC(=O)COc1ccccc1[N+](=O)[O-]	21.4	8.1%	6.5%	0.5%	i	-0.5	-13.0%	2.8
COC(=O)c1ccc(-c2nc(CN3CCN(C(=O)c4ccco4)CC3)c(C)o2)cc1	0.0	-6.8%	11.5%	·	i	-1.3	-4.0%	-0.5
O=C(CSc1nnnn1-c1ccc(Cl)cc1)NC1CCS(=O)(=O)C1 (stereo not drawn)	-19.7	2.3%	10.3%	-5.0%	i	-3.1	i	1.6
CC1CCN(c2ccc([N+](=O)[O-])cc2C(=O)O)CC1	?	-3.2%	2.7%	0.7%	i	-4.9	-18.1%	-9.7
COc1ccc(CC(NC(=O)c2ccccc2)C(=O)NCC(=O)O)cc1 (stereo not drawn)	-1.8	11.6%	4.0%	-0.4%	i	-1.5	i	4.2
